# Source: PubChem (National Center for Advancing Translational Sciences (NCATS))
# Sm TGR block = inhibitors of Schistosoma mansoni thioredoxin glutathione reductase; Q962Y6; AID 485364; Potency, µM (doses to about 114 µM), for inactives: top-dose activity change, negative = inhibition, hits mostly inhibitors; actives 3% (n = 360,000); purified TGR, DTNB reduction, TNB absorbance 405 nm; further: potency means the concentration at half of the fitted maximal effect; nearly all actives have a fitted effect of over 60% in size
#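 TGR 20 nM + NADPH 100 uM (dispensed conc.), cpd preinc 15 min RT; start with NADPH (500 uM addition) then DTNB (15 mM addition). Kinetic TNB absorbance, 405 nm filter. Four-parameter Hill fit across titration.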
# HCV inhibitor = HCV inhibition; Huh7.5.1 HCVcc-Cre infection, luciferase reporter, 44 h; Potency, µM (top dose mostly 41.8 µM), inactives show at the highest dose activity change, negative = inhibition, hits mostly inhibitors; actives 3.4% (n = 340,000); AID 651820; further: potency means the concentration at half of the fitted maximal effect
#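 Infectious HCVcc-Cre (~0.5 moi) was added to cells just after compound, with cells seeded 4 h earlier at 1,000 per well. Luciferase activity after 44 h culture reported infection; substrate was incubated 15 min at room temperature before reading.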
# AmpC detergent = blocks E. coli AmpC beta-lactamase in detergent assay | actives 0.041% (n = 370,000) | AmpC hydrolysis of nitrocefin, absorbance 480 nm, 0.01% Triton | P00811 | Potency, µM (highest dose often 114 µM), without a hit: at the top dose activity change, negative = inhibition, actives largely listed as inhibitors | AID 485294;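 further: potency means the concentration at half of the fitted maximal effect; 0% = no-compound wells and -100% = no-enzyme wells; nearly all actives have a fitted effect of over 25% in size; some results filed as inactive show a strong effect at the top dose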
# Target sequence (P00811 whole entry, looked up): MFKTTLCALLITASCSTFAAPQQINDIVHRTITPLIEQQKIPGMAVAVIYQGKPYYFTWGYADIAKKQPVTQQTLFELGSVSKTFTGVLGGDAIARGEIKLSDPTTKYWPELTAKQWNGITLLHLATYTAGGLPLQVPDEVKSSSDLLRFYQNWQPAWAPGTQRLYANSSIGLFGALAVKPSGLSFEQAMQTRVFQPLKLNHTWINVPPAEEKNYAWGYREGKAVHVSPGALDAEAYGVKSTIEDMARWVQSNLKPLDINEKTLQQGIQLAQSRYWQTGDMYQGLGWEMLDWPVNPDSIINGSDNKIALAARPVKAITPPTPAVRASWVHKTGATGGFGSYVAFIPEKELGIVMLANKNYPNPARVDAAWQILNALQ
#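 20 mM phosphate pH 7.0 + 0.01% (detergent screen) or 0.0001% Triton X-100; 5.3 nM AmpC reagent; cpd preinc 15 min RT; nitrocefin (800 uM stock) to start; A480 q20 s × 4 min; Activity was normalised to no-enzyme and no-compound control wells.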
# HCMV antiviral = human cytomegalovirus inhibition; actives 4.5% (n = 410,000); HFF cells, HCMV-luciferase reporter, 72 h; hits give low values; AID 1259415; activity change, negative = inhibition, % at 57.5 µM; in the data active means activity change below about -60%; inconclusive means no clear call, values can overlap the other calls; inactive means above about -39%
#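 Steps: HFFs plated, 16 h 37C; compounds added; HCMV-luciferase added to MOI 1 PFU/cell; 72 h 37C; OneGlo reagent, 5 min room temperature; luminescence read, normalized to controls.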
# AMA1-RON2 inh = AMA1-RON2 (P. falciparum) interaction inhibition; AlphaScreen AMA1-biotinylated RON2 peptide binding; Potency, µM (series often up to 58.2 µM), inactives show at the highest dose activity change, negative = inhibition, usual class: inhibitors; actives 0.2% (n = 360,000);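 further: potency means the concentration at half of the fitted maximal effect; 0% = vehicle wells and -100% = peptide control; nearly all actives have a fitted effect of over 45% in size; some results filed as inactive show a strong effect at the top dose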
#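 AMA1 (3D7) with his tag at 25 nM final met compounds first, then biotinylated RON2 peptide at 25 nM; detection used donor plus acceptor beads, 10 µg/mL apiece, read by AlphaScreen after 30 min at room temperature.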
# Giardia FBPA inh = Giardia lamblia aldolase inhibition | A8B2U2 | purified Giardia FBPA | Potency, µM (series often up to 59.6 µM), inactives show at the top dose activity, negative = inhibition, most hits filed as inhibitors | actives 0.71% (n = 290,000) | AID 2451; further: potency means the concentration at half of the fitted maximal effect; nearly all actives have a fitted effect of over 55% in size
# Target sequence (A8B2U2 whole entry, looked up): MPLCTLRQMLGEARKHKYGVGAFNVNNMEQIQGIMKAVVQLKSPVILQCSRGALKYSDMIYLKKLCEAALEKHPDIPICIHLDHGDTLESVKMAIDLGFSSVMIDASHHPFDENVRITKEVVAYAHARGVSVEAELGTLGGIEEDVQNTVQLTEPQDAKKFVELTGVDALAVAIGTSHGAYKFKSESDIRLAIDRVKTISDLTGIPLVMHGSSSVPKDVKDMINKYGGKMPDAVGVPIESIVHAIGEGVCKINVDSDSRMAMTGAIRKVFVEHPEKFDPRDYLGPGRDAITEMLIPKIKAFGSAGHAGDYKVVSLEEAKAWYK
#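 40 nM FBPA preincubated 10 min at RT with compound (up to 57.5 uM final), then substrate plus GAPDH/TPI/NAD/arsenate coupling and diaphorase/resazurin added. Fluorescence read after 20 min at RT, 525/598 nm.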
# An asterisk follows results filed as active; ? = inconclusive; . = no result given; & = joins results of further samples; [ ] = another dose, or the depositor's remark. Unless noted, the call rests on the fitted dose curve; in most records, active means well fitted curve in the direction sought with a large enough effect; inconclusive means small, poorly fitted or top-dose-only effect, or another doubt; inactive means no such curve, though single readings can be large; an effect the other way counts as inactive or inconclusive. Unless noted, on the % scale 0 is the no-effect control and ±100 the full control effect.
# The opening three records, to show the layout:
SMILES,Sm TGR block,HCV inhibitor,AmpC detergent,HCMV antiviral,AMA1-RON2 inh,Giardia FBPA inh
CN(Cc1cnccn1)Cc1ccccc1OCC(O)CN1CCc2ccccc2C1 (stereo not given),-17%,-13%,-4%,-21,40%[activator],0%
Cc1ccc(OCc2nc(-c3ccc(C(=O)N4CCN(c5cccc(C(F)(F)F)c5)CC4)cc3)oc2C)cc1,11%,.,14%,1,.,.
S=C(c1ccc(-c2ccc(Cl)c(Cl)c2)o1)N1CCOCC1,45µM*,?,-14%,.,-21%,-13%

# The list itself, from the start:
SMILES,Sm TGR block,HCV inhibitor,AmpC detergent,HCMV antiviral,AMA1-RON2 inh,Giardia FBPA inh
CN(Cc1cnccn1)Cc1ccccc1OCC(O)CN1CCc2ccccc2C1 (stereo not given),-17%,-13%,-4%,-21,40%[activator],0%
Cc1ccc(OCc2nc(-c3ccc(C(=O)N4CCN(c5cccc(C(F)(F)F)c5)CC4)cc3)oc2C)cc1,11%,.,14%,1,.,.
S=C(c1ccc(-c2ccc(Cl)c(Cl)c2)o1)N1CCOCC1,45µM*,?,-14%,.,-21%,-13%
CCOC(=O)c1ccc(-c2ccc(C(=O)Nc3cccnc3)o2)cc1,0%,-13%,-8%,33,-17%,-20%
CCOC(=O)Cn1c(=O)oc2cc(S(=O)(=O)N3CCCc4ccccc43)ccc21,3%,6%,?,?,-2%,5%
CCOC(=O)c1c(N2C(=O)CC(Sc3ccccc3C(=O)O)C2=O)sc2c1CCCC2 (stereo not given),.,10%,0%,-24,-3%,20%
CCOC(=O)CC1=C(C#N)C(c2cccnc2)C(C(=O)OCC)=C(N)O1 (stereo not given),-23%,2%,-13%,6,14%,11%
CCN(CC)S(=O)(=O)c1ccc(NC(=O)CSc2ncnc3ccccc23)cc1,6%,-1%,1%,-29,10%[11.6 µM],5%
COc1ccc(C2C(C(=O)N3CCN(c4ccccn4)CC3)CC(=O)N2c2ccc(OC)cc2)cc1 (stereo not given),-20%,-15%&-4%,1%,-19,19%,3%
COC(=O)c1ccc(COC(=O)CCNS(=O)(=O)c2ccc(C)c(C)c2)cc1,2%,?,-13%,-1,7%,.
CCOC(=O)C1=C(c2ccccc2)NC(=O)NC1c1cc(OC)c(O)c([N+](=O)[O-])c1 (stereo not given),-3%,8%,-21%,62,-7%,-10%
NCCCCCC(=O)OC1N=C(c2ccccc2Cl)c2cc(Br)ccc2NC1=O (stereo not given),6%,35%[activator],?,27,23%,-4%
O=Cc1[nH]c2ccccc2c1N(C(=O)CCl)c1ccc([N+](=O)[O-])cc1,3.2µM*,?,-3%,-101*,-1%,-21%
CCCCc1ccc(NC(=S)N2CCCC(C)C2)cc1 (stereo not given),7%,-20%,?,-67*,27%,-3%
O=c1[nH]c2ccc(S(=O)(=O)Nc3cc(Cl)ccc3O)cc2o1,-11%,.,0%,18,.,.

# Seven compounds from above, showing only HCV inhibitor, Giardia FBPA inh and AmpC detergent.
SMILES,HCV inhibitor,Giardia FBPA inh,AmpC detergent
CCOC(=O)C1=C(c2ccccc2)NC(=O)NC1c1cc(OC)c(O)c([N+](=O)[O-])c1 (stereo not given),8%,-10%,-21%
O=c1[nH]c2ccc(S(=O)(=O)Nc3cc(Cl)ccc3O)cc2o1,.,.,0%
COC(=O)c1ccc(COC(=O)CCNS(=O)(=O)c2ccc(C)c(C)c2)cc1,?,.,-13%
CCOC(=O)c1ccc(-c2ccc(C(=O)Nc3cccnc3)o2)cc1,-13%,-20%,-8%
CCOC(=O)c1c(N2C(=O)CC(Sc3ccccc3C(=O)O)C2=O)sc2c1CCCC2 (stereo not given),10%,20%,0%
O=Cc1[nH]c2ccccc2c1N(C(=O)CCl)c1ccc([N+](=O)[O-])cc1,?,-21%,-3%
NCCCCCC(=O)OC1N=C(c2ccccc2Cl)c2cc(Br)ccc2NC1=O (stereo not given),35%[activator],-4%,?

# (further entries)
SMILES,Sm TGR block,HCV inhibitor,AmpC detergent,HCMV antiviral,AMA1-RON2 inh,Giardia FBPA inh
CCOc1ccc(Cn2cc(F)c(=O)[nH]c2=O)cc1,-13%,19%,3%,-31,-5%,6%
Cc1nc2ccccn2c1P(=S)(N1CCCCC1)N1CCCCC1,0%,-4%,5%,?,-14%,-7%
COc1ccc(C(=O)Nc2cccc(-c3cn4ccsc4n3)c2)c(OC)c1,2%,.,-6%,-37,.,.
Cc1cccc(C)c1NC(=S)N(CCCN1CCOCC1)Cc1cccnc1,-5%,18%,-7%,-11,-8%,7%
O=C(c1ccccn1)N1CCN(S(=O)(=O)c2ccccc2)CC1,1%,7%,2%,-94*,-8%,5%
Cc1ccc(NC(=O)c2nc[nH]c2C(=O)NCCCCNC(=O)c2[nH]cnc2C(=O)Nc2ccc(C)cc2)cc1,.,20%,.,12,48%[activator],.
Cc1ccc(OCCCC(=O)NCc2ccco2)c(C)c1,-30%,.,1%,.,.,5%
Cc1cc(CN(C)C(=O)c2cc(COc3ccc4ncccc4c3)on2)on1,32µM*,2.8µM*,6%,-80*,-11%,-2%
COc1cc(NC(=O)c2cc(-c3ccco3)on2)cc(OC)c1OC,-5%,?,-5%,13,15%,8%
COc1ccccc1-c1nc(SCC(=O)NCC2CCCO2)c2c(=O)n(C)c(=O)n(C)c2n1 (stereo not given),4%,.,8%,.,.,8%
O=C(O)CCNC(=O)c1ccc(NC(=O)Cc2ccc(Cl)cc2)cc1,3%,-3%,1%,5,-15%,9%
CN1CCN(c2ccccc2NC(=O)c2sc3ccccc3c2Cl)CC1,5%,13µM*,?,41,-9%,-9%
CCOC(=O)c1c(C)[nH]c(C(=O)OCCOc2ccccc2C)c1C,-1%,?,-15%,88,-4%,-3%
CCOC(=O)c1[nH]c2ccc(OCC)cc2c1NC(=O)CN1CCN(c2ccccn2)CC1,-21%,?,-18%,-25,-6%,8%
COc1ccc(C(O)P(=O)(Oc2ccccc2)Oc2ccccc2)cc1 (stereo not given),8%,-5%,-12%,-30,-4%,5%
CNc1cc(Cl)c2nonc2c1[N+](=O)[O-],0.45µM*,?,-5%,-99*,-6%,-21%
CC(=O)c1c(C)[nH]c(C(=O)OCC(=O)c2ccc3c(c2)NC(=O)CO3)c1C,.,-29%,.,0,-16%,.
CCOC(=O)C1=CC[C@H]2c3c(c4ccccc4n3C)C(=O)C1N2C(=O)OC(C)(C)C,8%,4%,0%,13,-15%,.
Cc1cc(N(C(=O)c2ccco2)C(C(=O)NC2CCCCC2)c2ccccc2)ccc1-n1cnnn1 (stereo not given),-6%,2%,-10%,-1,0%,12%
Cc1cc(C(=O)NN=Cc2ccc(OC(=O)c3ccco3)cc2)c(C)o1,.,-2%,.,14,12%,.
O=C(NCCCN1CCN(c2cccc(Cl)c2)CC1)C1CCC(=O)N1Cc1ccccc1Cl (stereo not given),-2%,?,?,-36,-5%,0%
CC1(C)C(=O)N(c2ccccc2F)C(=O)c2ccccc21,4%,13%,7%,-9,15%,-4%

# As entered above:
# Cc1cc(N(C(=O)c2ccco2)C(C(=O)NC2CCCCC2)c2ccccc2)ccc1-n1cnnn1 (stereo not given) | AmpC detergent = -10%
# CCOC(=O)C1=CC[C@H]2c3c(c4ccccc4n3C)C(=O)C1N2C(=O)OC(C)(C)C | HCMV antiviral = 13
# O=C(NCCCN1CCN(c2cccc(Cl)c2)CC1)C1CCC(=O)N1Cc1ccccc1Cl (stereo not given) | Sm TGR block = -2%
# Cc1cc(C(=O)NN=Cc2ccc(OC(=O)c3ccco3)cc2)c(C)o1 | HCV inhibitor = -2%
# CC1(C)C(=O)N(c2ccccc2F)C(=O)c2ccccc21 | AMA1-RON2 inh = 15%
# CNc1cc(Cl)c2nonc2c1[N+](=O)[O-] | Sm TGR block = 0.45µM*
# CC(=O)c1c(C)[nH]c(C(=O)OCC(=O)c2ccc3c(c2)NC(=O)CO3)c1C | HCV inhibitor = -29%
